# From PubChem
# Granule exo inh: lytic granule exocytosis inhibition | TALL-104 LAMP-1 surface exposure, flow cytometry; cells stimulated with thapsigargin and PMA | inhibition, % at 10 µM | hit rate 0.66% among 360,000 | AID 651702;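 active = inhibition above about 55%, limit read from the data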
# SRC2 inh: human SRC2 (NCOA2) inhibition | Q15596 | HEK293 GAL4-SRC2 luciferase reporter, luminescence | inhibition, % at 9 µM | hit rate 0.17% among 370,000;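 active = inhibition above the mean inhibition of all tested compounds plus 3 SD, set per campaign, cut at about 52% in these data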;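 note: 0% = DMSO treated cells and 100% = cells given Gossypol at 36 µM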
# TWEAK-Fn14 inh: inhibitors of TWEAK-Fn14 interaction signaling; TWEAK-stimulated Fn14 reporter cells, luciferase luminescence, 8 h; hit rate 2% among 360,000; AID 1159606; inhibition, % at 10 µM; in the data active = inhibition above about 50%
# NR5A2 inv ag: suppresses constitutive activity of human LRH-1 | O00482 | HEK293T StAR-luciferase reporter, LRH-1 transfected, 24 h | inhibition, % at 3.6 µM | hit rate 0.13% among 360,000 | AID 602396;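 active = inhibition above the mean inhibition of all tested compounds plus 3 SD, cut at about 73% in these data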;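 note: 0% = DMSO wells and 100% = reporter-only cells lacking LRH-1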
# TROY signal inh: TROY signaling inhibition. Q293 LMP1-TROYcd NF-kB luciferase reporter, 4 h. inhibition, % at 10 µM. hit rate 0.98% among 360,000. AID 1347056;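 active = compounds whose plate-normalised and pattern-corrected inhibition of the luciferase reporter signal at the single screening dose is 50% or more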
# SRC1 inh: inhibitors of human steroid receptor coactivator 1 (SRC1); HEK293 GAL4-SRC1 luciferase reporter, luminescence; inhibition, % at 3.6 µM; hit rate 0.12% among 360,000;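 active = inhibition above the campaign mean plus 3 SD, with each screening campaign given its own cutoff, cut at about 60% in these data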;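 note: 0% = DMSO treated cells and 100% = gossypol at 36 µM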
# NOD2 RIPK2 PPI: blocks binding of human NOD2 to RIPK2; CHO BLA complementation NOD2-RIPK2, CCF4 ratio; O43353; inhibition, % at 4.98 µM; hit rate 0.38% among 360,000; in the data active = inhibition above about 21%;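 note: 0% = vehicle only and 100% = reference blocker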
# TLR9-MyD88 inh: inhibitors of human TLR9-MyD88 binding | CHO BLA complementation TLR9-MyD88, CCF4 FRET ratio | AID 504734 | inhibition, % at 4.98 µM | hit rate 0.21% among 340,000;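 active = inhibition above the mean over all tested compounds plus 3 SD, cut at about 21% in these data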;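 note: 0% = DMSO only wells and 100% = clavulanate BLA inhibitor control wells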
# ABHD5 PLIN5 PPI: inhibitors of human ABHD5-perilipin-5 interaction | Q00G26+Q8WTS1 | Split G. princeps luciferase complementation, luminescence, 4 h | inhibition, % at 4 µM | hit rate 0.78% among 360,000;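 active = inhibition above the mean inhibition across every tested compound plus 3 SD, cut at about 22% in these data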;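 note: 0% = DMSO only wells and the 100% control is not disclosed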
# Target sequence (Q00G26 whole entry, looked up): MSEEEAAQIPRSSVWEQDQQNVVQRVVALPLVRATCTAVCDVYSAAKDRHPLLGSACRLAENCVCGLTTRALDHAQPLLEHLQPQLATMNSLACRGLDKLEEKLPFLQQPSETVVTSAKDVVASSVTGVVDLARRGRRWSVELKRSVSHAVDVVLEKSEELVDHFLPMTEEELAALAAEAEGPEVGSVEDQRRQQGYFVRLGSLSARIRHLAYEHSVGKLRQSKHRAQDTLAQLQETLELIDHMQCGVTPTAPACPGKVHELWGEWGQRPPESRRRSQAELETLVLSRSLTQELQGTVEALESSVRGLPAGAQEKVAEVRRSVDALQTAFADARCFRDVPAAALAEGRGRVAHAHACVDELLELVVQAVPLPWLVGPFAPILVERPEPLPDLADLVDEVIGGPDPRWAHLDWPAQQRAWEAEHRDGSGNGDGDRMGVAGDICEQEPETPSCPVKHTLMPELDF
# Target sequence (Q8WTS1 whole entry, looked up): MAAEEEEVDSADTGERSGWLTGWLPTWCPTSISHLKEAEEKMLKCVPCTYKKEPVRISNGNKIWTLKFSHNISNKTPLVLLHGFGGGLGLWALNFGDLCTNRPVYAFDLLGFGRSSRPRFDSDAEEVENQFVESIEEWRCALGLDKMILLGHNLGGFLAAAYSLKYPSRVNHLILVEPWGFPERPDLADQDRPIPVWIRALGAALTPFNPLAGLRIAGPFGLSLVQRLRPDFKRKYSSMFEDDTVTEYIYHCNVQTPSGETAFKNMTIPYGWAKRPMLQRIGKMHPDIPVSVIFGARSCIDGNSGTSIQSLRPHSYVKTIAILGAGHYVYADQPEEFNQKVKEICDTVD
# SRC3 inh: human NCOA3 inhibition | HEK293 GAL4-SRC3 luciferase reporter, luminescence | Q9Y6Q9 | inhibition, % at 3.6 µM | AID 588352 | hit rate 0.17% among 360,000;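 active = inhibition above a per-campaign cutoff, the mean of all compounds plus 3 SD, cut at about 60% in these data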;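 note: 0% = DMSO-treated cells and 100% = gossypol-treated cells at 36 µM; higher means less SRC3-driven luciferase light from the GAL4 reporter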
# COUP-TFII inh: inhibitors of human COUP-TFII (NR2F2); hit rate 0.7% among 370,000; HEK293T NGFI-A luciferase reporter, luminescence; inhibition, % at 8.6 µM; AID 686940;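 active = inhibition above a per-plate cutoff, mean inhibition of test wells between control levels plus 3 SD, cut at about 38% in these data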;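 note: cells cotransfected with COUP-TFII expression vector driving the NGFI-A reporter; 0% = median of COUP-TF2 test wells and 100% = reporter-only cells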
# * = called active by the depositor; . = no result given.
# Abbreviations: A = Granule exo inh; B = SRC2 inh; C = TWEAK-Fn14 inh; D = NR5A2 inv ag; E = TROY signal inh; F = SRC1 inh; G = NOD2 RIPK2 PPI; H = TLR9-MyD88 inh; I = ABHD5 PLIN5 PPI; J = SRC3 inh; K = COUP-TFII inh
Cc1nc(NC(=O)COC(=O)CCC(=O)c2cccs2)c(Cl)cc1Cl
  A: -10; B: -12; C: -4; D: 13; E: 5; F: 2; G: -1; H: -3; I: 4; J: 6; K: 10
COC(=O)Cc1c(O)ccn(CCc2ccc(OC)c(OC)c2)c1=O
  A: 0; B: 9; C: 4; D: -7; E: 7; F: 5; G: 3; H: -6; I: -8; J: 2; K: -18
Nc1ccc2c(c1)C1(CCC2)NC(=O)NC1=O (stereo unspecified)
  A: 0; B: 17; C: 10; D: -3; E: 7; F: 1; G: 7; H: 0; I: -5; J: -5; K: 7
Cc1ccc(C(=O)NCc2ccccn2)c(Cl)c1
  A: 0; B: -40; C: 1; D: -2; E: -22; F: -34; G: -8; H: -2; I: -1; J: 3; K: -14
CC(=O)N1CCN(c2nnc(-c3ccccc3)c3ccccc23)CC1
  A: 4; B: 0; C: 24; D: -9; E: 12; F: -7; G: -10; H: -5; I: -1; J: 8; K: 5
CCCC(=O)c1ccc(N2CCN(S(=O)(=O)c3ccc(C)cc3)CC2)c(F)c1
  A: 1; B: -3; C: -7; D: 30; E: -2; F: -26; G: 0; H: 5; I: 8; J: 6; K: 6
Cc1ccc(NC(=O)C(CC(C)C)NC(N)=O)cc1 (stereo unspecified)
  A: -2; B: -5; C: -8; D: -24; E: 6; F: -5; G: -13; H: -7; I: -2; J: 8; K: -2
O=C1N(Cc2ccccc2)c2ccc(Br)cc2[C@]12C[C@H](O)CO2
  A: 6; B: 7; C: .; D: -1; E: .; F: .; G: -6; H: .; I: -4; J: .; K: -5
CSc1ncccc1C(=O)OCC(=O)N1CCN(C(=O)c2ccco2)CC1
  A: -6; B: -1; C: 2; D: 6; E: -17; F: -1; G: 6; H: -7; I: -4; J: 20; K: -1
Cc1occc1-c1nnc(SCC(=O)N2CCCc3ccccc32)n1Cc1ccco1
  A: -4; B: -2; C: 10; D: -2; E: -22; F: -2; G: -11; H: -3; I: 5; J: -11; K: -10
O=C(Nc1ccc2ccccc2c1[N+](=O)[O-])c1ccccc1
  A: 2; B: -123; C: -16; D: -145; E: -53; F: -89; G: 5; H: -3; I: 0; J: -105; K: -46
O=C(Nc1ccc(NC(=O)c2ccccc2)c2ccccc12)c1ccccc1
  A: -4; B: 5; C: -7; D: 8; E: -9; F: 6; G: -3; H: -1; I: -3; J: 10; K: -8
CCOC(=O)C(C(=O)Cc1ccccc1)c1ccccc1 (stereo unspecified)
  A: 2; B: 6; C: 23; D: 13; E: 11; F: 3; G: -10; H: 5; I: 1; J: 1; K: -6
CCOc1ncccc1C(=O)OCc1c(F)cccc1Cl
  A: 2; B: 15; C: -18; D: 10; E: -19; F: 9; G: 5; H: -1; I: 1; J: -2; K: -3
CCOc1ccc(CCNS(=O)(=O)c2ccc3c(c2)N(C(C)=O)CCO3)cc1OCC
  A: -2; B: -7; C: -10; D: 16; E: 18; F: 15; G: -13; H: -4; I: 4; J: -3; K: -2
O=C1C2C3C=CC(C2C(=O)N1c1nccs1)C1C(=O)N(c2nccs2)C(=O)C31 (stereo unspecified)
  A: -1; B: 10; C: 17; D: -9; E: 18; F: -16; G: -4; H: 7; I: 2; J: 12; K: -7
CCOC(=O)c1ccccc1NC(=O)c1cccs1
  A: -2; B: -9; C: -2; D: -6; E: 7; F: -8; G: 3; H: -2; I: 2; J: 2; K: 1
CC(OC(=O)COc1ccc(Nc2ccccc2)cc1)C(=O)N(C)c1ccccc1 (stereo unspecified)
  A: 5; B: -9; C: 4; D: -12; E: 9; F: -17; G: -9; H: -5; I: -7; J: -8; K: -1
Cc1cc(OCc2cc(C(=O)N3CCN(C)C(=O)[C@@H]3C)no2)cc(C)c1Cl
  A: 1; B: -18; C: -8; D: 15; E: 22; F: 12; G: -6; H: -1; I: 2; J: 14; K: 36
COc1ccc(N(CC(=O)N/N=C/c2ccc(-c3ccc([N+](=O)[O-])cc3)o2)S(=O)(=O)c2ccc(C)cc2)cc1Cl
  A: 2; B: -15; C: -8; D: 0; E: -21; F: -8; G: 17; H: 64*; I: 6; J: -3; K: 13
COc1ccc(/C(N)=N/OC(=O)C2CCCCC2)cc1
  A: -1; B: -97; C: -15; D: -85; E: -54; F: -89; G: -9; H: -10; I: -4; J: -88; K: -45
O=C(CC(c1ccccc1)c1cc(Br)ccc1O)N1CCCCC1 (stereo unspecified)
  A: 14; B: 0; C: 12; D: -9; E: -6; F: 0; G: 7; H: -2; I: -3; J: 19; K: -7
CCOC(=O)C1=C(C)C(c2ccccc2OC)NC(=S)N1 (stereo unspecified)
  A: 1; B: -2; C: -1; D: 15; E: -20; F: 4; G: 6; H: 8; I: 2; J: -7; K: -11
O=C(CSc1nnc(CNC(=O)c2cccs2)o1)NCc1ccc(F)cc1
  A: -2; B: -20; C: 4; D: 19; E: -14; F: 0; G: 6; H: -4; I: -1; J: -31; K: -12
Cc1ccc2sc(N3CCN(C(=O)C4=COCCO4)CC3)nc2c1C
  A: 0; B: -1; C: -26; D: 4; E: -24; F: -3; G: -7; H: 0; I: -4; J: -15; K: -18
COc1ccc(C(=O)O)cc1S(=O)(=O)N1CCCc2ccccc21
  A: -4; B: -44; C: 17; D: 4; E: 2; F: 18; G: -2; H: -6; I: 4; J: -6; K: 1
Cc1ccc2sc(N(CCCN(C)C)C(=O)c3ccc(S(=O)(=O)N4CCc5ccccc5C4)cc3)nc2c1C
  A: 51; B: -21; C: -73; D: 15; E: -80; F: -2; G: 10; H: 1; I: 15; J: -27; K: -4
O=C(Nc1nnc(-c2ccncc2)o1)c1cccc(N2C(=O)CCC2=O)c1
  A: -2; B: -12; C: -1; D: 21; E: -5; F: -21; G: -15; H: -5; I: 3; J: -12; K: 13
Cc1ccc(S(=O)(=O)N2CCN(C(=O)c3ccccc3Cc3ccccc3)CC2)c(C)c1
  A: -6; B: 6; C: 17; D: 14; E: 3; F: -13; G: -4; H: 2; I: -1; J: -14; K: 1
COc1ccc(-c2c(=O)n(OC)c3ccccc3[n+]2[O-])cc1OC
  A: 12; B: -25; C: -13; D: 7; E: -31; F: -3; G: 0; H: 10; I: -2; J: -16; K: -17
Cc1ccc(S(=O)(=O)N2CCN(C(=O)Cc3sc(C)nc3-c3ccc(F)cc3)CC2)c(C)c1
  A: -4; B: 9; C: 5; D: -17; E: 18; F: 5; G: 3; H: 0; I: 0; J: -1; K: -2
COc1ccccc1CNC(=O)C1CCCN(S(=O)(=O)c2cccc3cccnc23)C1 (stereo unspecified)
  A: 2; B: -5; C: 10; D: 15; E: -18; F: -40; G: -2; H: -7; I: 8; J: -1; K: 21
Cc1cccc(C)c1NC(=O)C(c1ccc(-c2ccccc2)cc1)n1c(=O)c(-c2ccco2)nc2ccccc21 (stereo unspecified)
  A: 18; B: -28; C: .; D: 13; E: .; F: .; G: -1; H: .; I: 90*; J: .; K: 0
O=C1CCc2cc(S(=O)(=O)N3CCCCC3)cc3c2N1CC3
  A: -4; B: 2; C: -10; D: -5; E: 12; F: 1; G: -3; H: -6; I: -6; J: 11; K: -27
Cc1ccc2c(c1)c1n[nH]c(=S)nc1n2CCc1ccccc1
  A: 36; B: 12; C: -1; D: -23; E: 13; F: 15; G: -6; H: 10; I: -18; J: 7; K: 7
CC(O)(c1ccc(F)c(F)c1)c1nc(/C=C/c2ccccc2)cs1 (stereo unspecified)
  A: 1; B: 7; C: 23; D: -4; E: 10; F: -77; G: 7; H: .; I: -14; J: -5; K: 11
CCN(CC(=O)Nc1c(F)cccc1F)C(=O)c1ccc(N2CCCC2)c([N+](=O)[O-])c1
  A: -6; B: -25; C: 0; D: 6; E: -4; F: -13; G: -1; H: -5; I: 1; J: -7; K: 20
CC1(NC(=O)c2cccc(S(=O)(=O)N3CCN(c4ccc(F)cc4)CC3)c2)CCS(=O)(=O)C1 (stereo unspecified)
  A: -2; B: -3; C: 9; D: 12; E: 1; F: -5; G: -3; H: -4; I: -5; J: 13; K: 0
Cc1ccc(NC(=O)COC(=O)[C@@H]2CC(O)CN2S(=O)(=O)c2ccc3c(c2)OCCO3)cc1 (stereo partly specified)
  A: -2; B: -14; C: -1; D: -23; E: 8; F: -13; G: 4; H: -4; I: 6; J: 27; K: -17
COc1cccc(CN2C(=NC(=O)CCC3CCCC3)SC3CS(=O)(=O)CC32)c1 (stereo unspecified)
  A: -4; B: 17; C: -26; D: -10; E: -21; F: 3; G: -4; H: 4; I: -8; J: -11; K: 15

# One compound at a time (already shown). Order of screens: Granule exo inh	SRC2 inh	TWEAK-Fn14 inh	NR5A2 inv ag	TROY signal inh	SRC1 inh	NOD2 RIPK2 PPI	TLR9-MyD88 inh	ABHD5 PLIN5 PPI	SRC3 inh	COUP-TFII inh
# O=C(CSc1nnc(CNC(=O)c2cccs2)o1)NCc1ccc(F)cc1 is listed with -2	-20	4	19	-14	0	6	-4	-1	-31	-12
# COc1ccc(-c2c(=O)n(OC)c3ccccc3[n+]2[O-])cc1OC is listed with 12	-25	-13	7	-31	-3	0	10	-2	-16	-17
# O=C1N(Cc2ccccc2)c2ccc(Br)cc2[C@]12C[C@H](O)CO2 is listed with 6	7	.	-1	.	.	-6	.	-4	.	-5

# (list continues)
# Abbreviations: A = Granule exo inh; B = SRC2 inh; C = TWEAK-Fn14 inh; D = NR5A2 inv ag; E = TROY signal inh; F = SRC1 inh; G = NOD2 RIPK2 PPI; H = TLR9-MyD88 inh; I = ABHD5 PLIN5 PPI; J = SRC3 inh; K = COUP-TFII inh
O=C1NC[C@@H](CCCCN2C[C@H](Cc3ccccc3)N(Cc3ccccc3)C(=O)C2=O)N(Cc2ccccc2)C1=O
  A: -10; B: -12; C: 8; D: -11; E: 2; F: .; G: -16; H: .; I: 15; J: .; K: -5
O=[N+]([O-])C(=C1SCCS1)C(=C(Cl)Cl)N1CCCCC1
  A: 5; B: -43; C: 1; D: -5; E: 8; F: -10; G: 3; H: -6; I: -5; J: 0; K: 8
C[C@@H](C(=O)NCCc1c[nH]c2ccccc12)[C@H]1C[C@]1(C)[C@H](NC(=O)OCc1ccccc1)c1ccccc1
  A: 14; B: 2; C: 10; D: -4; E: 7; F: 5; G: 0; H: 0; I: -1; J: -6; K: 11
C[C@@H]1CN([C@H](C)CO)C(=O)CCCn2nncc2CO[C@H]1CN(C)C(=O)Nc1ccc(N2CCCCC2)cc1
  A: 8; B: 12; C: 10; D: -2; E: 2; F: 11; G: -22; H: -12; I: -3; J: -27; K: 6

# Among those listed so far, 2 have an NH in an aromatic ring:
# Abbreviations: A = Granule exo inh; B = SRC2 inh; C = TWEAK-Fn14 inh; D = NR5A2 inv ag; E = TROY signal inh; F = SRC1 inh; G = NOD2 RIPK2 PPI; H = TLR9-MyD88 inh; I = ABHD5 PLIN5 PPI; J = SRC3 inh; K = COUP-TFII inh
Cc1ccc2c(c1)c1n[nH]c(=S)nc1n2CCc1ccccc1
  A: 36; B: 12; C: -1; D: -23; E: 13; F: 15; G: -6; H: 10; I: -18; J: 7; K: 7
C[C@@H](C(=O)NCCc1c[nH]c2ccccc12)[C@H]1C[C@]1(C)[C@H](NC(=O)OCc1ccccc1)c1ccccc1
  A: 14; B: 2; C: 10; D: -4; E: 7; F: 5; G: 0; H: 0; I: -1; J: -6; K: 11

# The list is partial; the hit share may differ from the screen's.
